# GAA inh: qHTS Assay for Inhibitors of Human alpha-Glucosidase as a Potential Chaperone Treatment of Pompe Disease; AID 1466, 2008; purified human GAA, 4-MU-alpha-glucoside fluorescence; 200,000 tested, 0.005% active; Potency, µM (series often up to 76.9 µM), inactives show at the highest dose activity change, negative = inhibition, usual class: inhibitors; Lysosomal alpha-glucosidase (Homo sapiens), P10253;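 further: plate controls were uninhibited enzyme wells for no effect and no-enzyme background for full effect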
#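 Human alpha-glucosidase, 4 nM, pre-mixed with test compounds before 400 uM 4-methylumbelliferyl substrate; 20 min room temperature at pH 5.0. Fluorescence read after pH 10 stop; AC50 values from Hill-equation fits.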
# GAA glycogen: qHTS Assay for Inhibitors and Activators of Human alpha-Glucosidase Cleavage of Glycogen; Lysosomal alpha-glucosidase (Homo sapiens), P10253; recombinant GAA, glycogen substrate, Amplex Red glucose oxidase fluorescence; Potency, µM (series often up to 76.4 µM), without a hit: top-dose activity change, negative = inhibition, usual class: inhibitors; 300,000 tested, 0.38% active;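 further: 0% = full enzyme reaction and -100% = no-enzyme basal signal; the screen sought inhibitors and activators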
#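 Recombinant enzyme (4 nM final) with compounds titrated up to 77 uM and bovine liver glycogen (30 ug) in citrate pH 5.0, 0.01% Tween-20, 37 C 40 min. Released glucose detected by Amplex Red/glucose oxidase (Ex 573/Em 610); AC50 from Hill fits.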
# HTT cytoprotect: qHTS Multiplex Assay to Identify Dual Action Probes in a Cell Model of Huntington: Cytoprotection (ATP); Potency, µM (titrated, usually from 56.4 µM), for inactives: cytoprotection (ATP increase), hits mostly activators; PC12 HTT-Q103 induced, cytoprotection, ATP luminescence, 40 h; 230,000 tested, 0.14% active;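 further: % of control where 0% means no effect; nearly all actives have a fitted effect of over 45% in size; toxic huntingtin expression switched on by the ecdysone agonist tebufenozide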
#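 Compounds added alongside 100 nM tebufenozide, which induces toxic Q103 huntingtin exon 1-GFP in stable PC12 cells; surviving cells quantified by luminescent ATP measurement. Medium: phenol red-free DMEM, 5% equine and 5% calf serum.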
# Tau fibril ThT: qHTS for Inhibitors of Tau Fibril Formation, Thioflavin T Binding | Microtubule-associated protein tau (Homo sapiens), P10636 | recombinant tau K18 P301L, heparin-induced fibrillization, ThT fluorescence | Potency, µM (doses to about 57.4 µM), for inactives: top-dose activity, negative = inhibition, most hits filed as inhibitors | 270,000 tested, 2.1% active | AID 1460, 2008; further: on the % scale 0 is the no-effect control and ±100 the full control effect; nearly all actives have a fitted effect of over 55% in size
# Target sequence (P10636 561-689 P618L limits assumed): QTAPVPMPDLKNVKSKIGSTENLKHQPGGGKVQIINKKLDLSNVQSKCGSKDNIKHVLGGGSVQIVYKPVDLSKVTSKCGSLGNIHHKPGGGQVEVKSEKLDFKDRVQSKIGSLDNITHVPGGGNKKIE
#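 Fibril formation assay: tau K18 P301L at 15 uM with trace Alexa 594 label, heparin inducer 20 uM, pH 7 sodium acetate buffer, 37 C for 6 hr; endpoint ThT signal.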
# GLA spleen mod: qHTS Assay for Inhibitors and Activators of Human alpha-Galactosidase From Spleen Homogenate; Alpha-galactosidase A (Homo sapiens), P06280; human spleen homogenate, 4MU-alpha-Gal fluorescence, 40 min; Potency, µM (titrated, usually from 80 µM), for the others: top-dose activity change, negative = inhibition, hits mostly inhibitors; 240,000 tested, 0.008% active;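 further: 0% = enzyme with vehicle and -100% = no enzyme basal signal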
# Target sequence (P06280 32-429 limits assumed): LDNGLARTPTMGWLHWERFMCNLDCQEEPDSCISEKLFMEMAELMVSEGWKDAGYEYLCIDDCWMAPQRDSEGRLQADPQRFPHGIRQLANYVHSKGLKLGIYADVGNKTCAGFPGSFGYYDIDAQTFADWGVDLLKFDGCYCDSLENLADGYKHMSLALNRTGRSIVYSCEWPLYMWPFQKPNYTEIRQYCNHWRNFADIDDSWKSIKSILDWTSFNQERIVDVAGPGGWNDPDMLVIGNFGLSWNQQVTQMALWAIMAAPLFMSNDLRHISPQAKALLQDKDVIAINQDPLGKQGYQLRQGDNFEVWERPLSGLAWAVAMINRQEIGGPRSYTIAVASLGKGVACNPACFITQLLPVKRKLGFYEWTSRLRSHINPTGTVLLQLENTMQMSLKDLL
#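 Human spleen homogenate (1 ug) as enzyme source, 4-methylumbelliferyl-alpha-D-galactopyranoside 1 mM final, citrate/phosphate pH 5.0 with 0.01% Tween-20. Compounds 40 min at 37C, NaOH/glycine stop; fluorescence Ex 365/Em 440, Hill-fit AC50.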
# aGlu spleen mod: qHTS Assay for Inhibitors and Activators of Human alpha-Glucosidase From Spleen Homogenate; Lysosomal alpha-glucosidase (Homo sapiens), P10253; human spleen homogenate, 4-MU-alpha-glucoside fluorescence; Potency, µM (highest dose often 79.9 µM), without a hit: top-dose activity change, negative = inhibition, hits mostly inhibitors; 240,000 tested, 0.006% active; AID 2112, 2009;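 further: 0% = enzyme with vehicle and -100% = no enzyme basal signal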
#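 AC50 values come from Hill-equation fits of concentration-response data, normalized to no-enzyme and full-activity controls. Enzyme source: 1 ug human spleen homogenate; 1 mM fluorogenic 4-MU glucoside, pH 5.0 citrate buffer, 37 C, 40 min.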
# Tau fluor counter: Counterscreen qHTS for Inhibitors of Tau Fibril Formation, Fluorescence Polarization; tau K18 P301L (four-repeat tau fragment) Alexa594 fluorescence, heparin fibrillization; Potency, µM (top dose mostly 57.7 µM), inactives show at the highest dose activity change, negative = decrease; 280,000 tested, 0.93% active; AID 1463, 2008; further: on the % scale 0 is the no-effect control and ±100 the full control effect; nearly all actives have a fitted effect of over 55% in size
#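 Human K18 P301L tau (15 uM unlabeled plus 0.24 uM Alexa 594-labeled, final) in 100 mM sodium acetate pH 7 was mixed with compound and 20 uM heparin and incubated 6 hr at 37 C.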
# Tau FP inhib: qHTS for Inhibitors of Tau Fibril Formation, Fluorescence Polarization; 280,000 tested, 0.39% active; Microtubule-associated protein tau (Homo sapiens), P10636; Potency, µM (titrated, usually from 57.7 µM), for inactives: top-dose activity, negative = inhibition, most hits filed as inhibitors; K18 P301L tau heparin fibrillization, Alexa594 FP, 6 h; AID 1468, 2008; further: on the % scale 0 is the no-effect control and ±100 the full control effect; nearly all actives have a fitted effect of over 55% in size
#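 Human tau K18 […] P301L fragment, 15 uM unlabeled plus 0.24 uM Alexa 594-labeled tau (final), with compound and 20 uM heparin in 100 mM sodium acetate pH 7; 6 hr at 37 C, then Alexa 594 FP read.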
# * marks the source's active call; other numbers are inactive results; ? = inconclusive; . = no result given; & = joins results of further samples; [ ] = another dose, or the depositor's remark. The call rests on the fitted dose curve; in most records, active means well fitted curve in the direction sought with a large enough effect; inconclusive means small, poorly fitted or top-dose-only effect, or another doubt; inactive means no such curve, though single readings can be large; an effect the other way counts as inactive or inconclusive. Potency means the concentration at half of the fitted maximal effect.
Structure	GAA inh	GAA glycogen	HTT cytoprotect	Tau fibril ThT	GLA spleen mod	aGlu spleen mod	Tau fluor counter	Tau FP inhib
Fc1ccc(C2NCCc3[nH]cnc32)cc1 (centres undefined)	2.8%	15.5%	30.1%[10 µM]	-0.7%	-22.2%	-0.5%	3.6%	1.0%
CCCCn1c(O)c(C(C)=Nc2ccc3c(c2)CCC3)c(=O)[nH]c1=O	.	-1.8%	-14.0%[10 µM]	-5.6%	0.4%	4.8%	1.9%	8.6%
CCC12CN3CCN(CC(C3)/C1=N/NC(=O)c1ccncc1)C2	6.0%	-11.6%	-29.6%	-6.4%	-4.9%	-5.1%	-1.3%	-1.6%
O=c1c2ccccc2nc(-c2ccccc2)n1-c1ccccc1	.	2.3%	6.4%[10 µM]	2.5%	1.0%	5.7%	-0.5%	1.0%
Cc1ccc(-n2c(/C=C/c3ccc4c(c3)OCO4)nc3ccccc3c2=O)cc1	?	6.9%	11.1%[10 µM]	-16.0%	-1.6%	-2.8%	-9.7%	-1.3%
O=S1(=O)N(CCN2CC=C(c3c[nH]c4cc(F)ccc34)CC2)c2cccc3c2N1CCC3	.	.	3.0%[1.9 µM]	?	6.0%	11.0%	8.91µM*[quencher]	11.6%
CCOP(=O)(OCC)C(NC(=O)c1ccccc1C)C(Cl)(Cl)Cl (centres undefined)	4.9%	3.9%	5.8%[1.9 µM]	1.1%	1.5%	2.6%	-0.1%	3.4%
O=c1c2ccccc2nc(-c2ccccc2)n1-c1ccncc1	0.3%	6.6%	6.7%[10 µM]	-5.1%	-7.5%	-8.7%	-9.8%	-5.6%
COC1C(OC(=O)c2ccc(C)[nH]2)C(O)C(Oc2ccc3c(O)c(NC(=O)c4ccc(O)c(CC=C(C)C)c4)c(=O)oc3c2Cl)OC1(C)C (centres undefined)	.	-5.9%	15.1%[10 µM]	?	4.3%	1.1%	?	-5.9%
CCOC(=O)C(O)(c1ccc(N(CC)C(=O)COc2ccccc2)cc1)C(F)(F)F (centres undefined)	4.2%	7.6%	20.2%[10 µM]	-4.8%	10.0%	1.1%	-6.5%	-12.3%
CC(=O)OC1CC2C(C)(C)C(=O)C=C[C@]2(C)C2CC[C@]3(C)C(=CC(=O)OC3c3ccoc3)[C@]12C (some centres undefined)	.	.	?	-19.5%	3.6%	-7.9%	-11.3%	-9.7%
Cc1ccc(NP(=O)(c2ccccc2)c2nc3ccccc3s2)cc1 (centres undefined)	-6.9%	1.1%	-15.9%	-9.0%	1.3%	4.3%	-6.8%	-6.9%

# Entries of single compounds from above. Values in the order: GAA inh | GAA glycogen | HTT cytoprotect | Tau fibril ThT | GLA spleen mod | aGlu spleen mod | Tau fluor counter | Tau FP inhib
# CCOC(=O)C(O)(c1ccc(N(CC)C(=O)COc2ccccc2)cc1)C(F)(F)F (centres undefined) in the list: 4.2% | 7.6% | 20.2%[10 µM] | -4.8% | 10.0% | 1.1% | -6.5% | -12.3%
# CC(=O)OC1CC2C(C)(C)C(=O)C=C[C@]2(C)C2CC[C@]3(C)C(=CC(=O)OC3c3ccoc3)[C@]12C (some centres undefined) in the list: . | . | ? | -19.5% | 3.6% | -7.9% | -11.3% | -9.7%

# Following part.
Structure	GAA inh	GAA glycogen	HTT cytoprotect	Tau fibril ThT	GLA spleen mod	aGlu spleen mod	Tau fluor counter	Tau FP inhib
CN(C)CCc1ccc(O)cc1	.	.	-14.1%&7.1%	-4.8%	0.1%	0.6%	-7.4%	-5.2%
Cc1cccnc1NC1=NCC(C)S1 (centres undefined)	5.3%	2.3%	7.6%[10 µM]	1.7%	-3.2%	-1.6%	3.1%	6.8%
CC(C(=O)O)N(C(=O)c1ccccc1)c1ccc(F)c(Cl)c1 (centres undefined)	-1.5%	-13.8%	-8.1%[10 µM]	-1.4%	1.6%	2.2%	1.0%	5.0%
O=c1[nH]c(=O)n(Cc2ccccc2)c(O)c1C=NCCN1CCNCC1	4.1%	-14.4%	-1.8%[10 µM]	-0.9%	10.0%	6.5%	-3.2%	2.4%
CN1Cc2c(ccc3c2OCO3)C2C(O)Cc3cc4c(cc3C21)OCO4 (centres undefined)	.	.	-12.4%[1.9 µM]	-0.5%&-3.4%	-4.4%&6.8%	5.1%&-3.5%	-3.0%&-5.6%	4.5%&-8.9%
CCOP(=O)(OCC)C(NC(C)=O)C(Cl)(Cl)Cl (centres undefined)	-1.3%	3.3%	7.0%	0.9%	-2.7%	-2.4%	-1.3%	-0.7%
CC(C)(C)n1cc(C(=O)c2ccccc2)cc1-c1ccccc1	.	-0.2%	-2.2%[10 µM]	-9.7%	5.7%	-1.2%	-11.7%	-4.4%
Clc1cccc(CN2CCCCC2c2cccnc2)c1 (centres undefined)	?	-3.2%	-25.0%	-1.4%	0.2%	1.0%	-6.4%	3.0%
CCOC(=O)C1(CCOc2ccccc2)CCN(C2Cc3ccccc3C2)CC1	-2.9%	-2.0%	5.2%[10 µM]	-8.5%	6.2%	7.1%	-9.2%	5.2%
COc1ccc(CC2(CCc3ccncc3)C(=O)NC(=O)NC2=O)cc1	10.0%	-2.0%	-5.9%[10 µM]	-6.0%	-3.3%	2.7%	1.7%	5.4%
CCOc1ccc2nc(N=Nc3c(O)[nH]c(=O)[nH]c3=O)sc2c1	-12.6%	9.1%	-4.7%[10 µM]	4.47µM*	4.4%	-1.6%	-17.3%	1.4%
CN(C)CP(=O)(Nc1ccccc1)N(C)C (centres undefined)	-14.6%	11.2%	24.5%	2.3%	-3.2%	-10.5%	-1.7%	-10.3%
Oc1c(Cl)cc(Cl)cc1CN1CCN(Cc2ccccc2)CC1	-3.3%	-5.0%	6.4%	-6.0%	0.0%	-3.9%	-20.9%	-1.2%
CCOC(=O)C1CCCCC12C(C#N)=C(N)Oc1n[nH]c(C)c12 (centres undefined)	-2.3%	-2.2%	5.0%	2.8%	-18.7%	-3.7%	4.4%	3.1%
C=CCN1CC[C@]23c4c5ccc(O)c4OC2C(=O)CC[C@@]3(O)C1C5 (some centres undefined)	.	0.5%	0.9%[10 µM]	-8.3%	0.5%	-4.2%	-14.8%	-0.6%
CC(=O)N1CC(=O)Nc2ccc(Cl)cc2C1c1ccc(F)cc1 (centres undefined)	-3.1%[15.4 µM]	8.1%	-23.2%	-2.6%	2.5%	-4.0%	2.8%	5.5%
COCCNC(=O)c1c(NC(=O)c2ccc(Br)o2)n(Cc2ccccc2)c2nc3ccccc3nc12	-3.3%	6.4%	.	?	-1.3%	-3.5%	-29.1%	-8.5%
CCOP(=O)(CN(CC)CCNP(=O)(OCC)OCC)OCC	?	8.1%	13.1%	-6.4%	-1.7%	-4.4%	3.6%	10.7%
Cn1c(=O)cc(SCC(=O)N2CCC3(CC2)OCCO3)c2ccc(Cl)cc21	-23.3%	5.8%	-1.5%[10 µM]	-8.1%	-3.0%	-1.4%	-3.8%	10.7%
CC(C)C[C@H]1C(=O)N2CCC[C@H]2[C@]2(O)O[C@](NC(=O)[C@@H]3C=C4c5cccc6[nH]c(Br)c(c56)CC4N(C)C3)(C(C)C)C(=O)N12 (some centres undefined)	-3.7%[15.4 µM]	-9.6%	.	?	-3.1%	-5.5%	?	0.5%
NN=C(N)N	.	.	?	?	11.2%&12.5%&8.7%&2.5%	7.7%&-0.9%&6.7%&-7.8%	-12.0%&-11.1%&-11.1%&-10.7%	-4.2%&-8.8%&-21.0%&-9.8%
O=C(O)c1ccc(N=Cc2c(O)n(Cc3ccc(F)cc3)c(=O)[nH]c2=O)cc1	.	3.4%	-8.0%[10 µM]	8.9%	1.6%	-1.1%	14.9%	-2.0%
CN(C)c1ccc(/C=C2\C(=O)NC(=O)N(CCc3ccc(F)cc3)C2=O)cc1	.	1.8%	-3.5%[10 µM]	.	-14.4%	-16.7%	-7.9%	-8.8%
CC(=NCCC1=CCCCC1)c1c(O)n(-c2ccccc2)c(=O)[nH]c1=O	6.4%[15.4 µM]	0.3%	4.9%[10 µM]	-13.5%	5.5%	4.6%	-14.8%	-3.0%
CC(=O)Nc1ccc(N=Cc2c(O)n(Cc3ccco3)c(=O)[nH]c2=O)cc1	1.9%	5.0%	12.1%[10 µM]	?	-2.2%	-4.4%	-21.9%	?
CCC(=NCCCN1CCOCC1)c1c(O)n(-c2ccccc2C)c(=O)[nH]c1=O	.	6.8%	17.4%[10 µM]	-12.6%	0.3%	-1.9%	-12.4%	-5.5%
OC1CCCCC1N1CCC(c2ccccc2)CC1 (centres undefined)	-5.5%[15.4 µM]	-2.2%	-28.2%	1.2%&10.3%&4.8%	12.7%&1.8%&5.8%	12.3%&7.6%&-5.8%	-4.4%&-1.4%&-8.3%	-15.0%&-4.1%&-3.2%
COc1ccc(CCn2c(O)c(C=NCCCn3ccnc3)c(=O)[nH]c2=O)cc1OC	-0.8%	1.7%	0.3%	-5.7%	2.4%	1.1%	-2.9%	-5.0%
O=C1CN=C(c2ccccc2)c2ccccc2N1Cc1ccc(C(F)(F)F)cc1	-7.6%	-6.2%	22.5%[10 µM]	-15.8%	-0.6%	-6.0%	-15.4%	0.3%
CC1N(C)c2cc(NC(=O)c3ccco3)c(P(=O)(Nc3ccc([N+](=O)[O-])cc3)N3CCOCC3)cc2C1(C)C (centres undefined)	?	-10.2%	-78.1%[inhibitor]	?	2.0%	-3.0%	?	7.2%
Cc1cc(C)cc(NC(=O)CSc2oc(-c3cccs3)nc2S(=O)(=O)c2ccc(Br)cc2)c1	.	16.8%[76.3 µM]	.	-9.8%	.	.	?	-14.9%

# Assay outcomes deposited in PubChem BioAssay by National Center for Advancing Translational Sciences (NCATS).

# Not all compounds are listed; the hit share may differ from the screen's.
